High-throughput results from PubChem.
CD11b adhes enh = enhancers of CD11b/CD18 adhesion to fibrinogen, primary screen, K562 cells, luminescence; 0.07% of 93,000 active; AID 1499, 2009; ATPlite luminescence; activation, % at 10 µM;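 active = 10 µM primary screen giving 50% or more activity, confirmed by 40% or more on retest at that dose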; also: strong numbers were not always called active
Rev-RRE block = HIV-1 Rev-RRE binding inhibitors, primary screen, biochemical, FRET, protein-RNA interaction; P05866; Rev peptide-RRE RNA binding; inhibition, % at 8 µM; 0.79% of 97,000 active; AID 704, 2007;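 active = inhibition above the screen-wide mean plus 3 SD, cut at about 35% in these data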;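 also: 0% = median DMSO wells and 100% = median Neomycin B control wells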
Target sequence (P05866 whole entry, looked up): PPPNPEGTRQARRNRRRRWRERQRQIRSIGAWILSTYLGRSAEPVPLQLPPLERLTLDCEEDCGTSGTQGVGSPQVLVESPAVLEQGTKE
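Test system – labelled RRE RNA duplex and labelled Rev peptide · Signal – fluorescein-to-Cy5 FRET, 480 nm excitation · Evaluation – % inhibition of FRET ratio versus controls · Benchmarks – DMSO low control, neomycin B high control · Incubation – 5 min RNA-compound premix plus 15 min binding step, 25 °C · Medium – HEPES pH 7.5 salt buffer with EDTA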
ERa coact inh = ERα–SRC-1 coactivator interaction inhibitors, primary screen, biochemical, TR-FRET, ERα LBD, estradiol-bound; Estrogen receptor (Homo sapiens), P03372; TR-FRET ER-alpha LBD / SRC-1 peptide; inhibition, % at 25.6 µM; 1.7% of 86,000 active; AID 629, 2007; in the data active = inhibition above about 50%;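 also: 0% = receptor plus peptide control and 100% = peptide only without receptor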
Plk1 PBD FP = Plk1 polo box domain binding inhibitors, primary screen, biochemical, fluorescence polarization. 0.13% of 97,000 active. AID 693, 2007. inhibition, %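 (tested at about 20 µM)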. Plk1 PBD phosphopeptide binding; in the data active = inhibition above about 34%, passing the limit was not always enough
Mac1 fbg inh = inhibitors of CD11b/CD18 adhesion to fibrinogen, primary screen, K562 cells, luminescence | 0.54% of 93,000 active | ATPlite luminescence; Mn2+ added to activate the integrin | inhibition, % at 10 µM;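 active = primary inhibition of 50% or more at 10 µM, then 40% or more on retest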; also: some results filed as inactive read as strong as hits
ERb coact inh = inhibitors of ERβ-SRC1 coactivator interaction, primary screen, biochemical, TR-FRET, ERβ LBD, SRC-1 peptide. Estrogen receptor beta (Homo sapiens), Q92731. inhibition, % at 25.6 µM. AID 633, 2007. 1.3% of 86,000 active. TR-FRET ER-beta LBD / SRC1-Cy5 peptide binding; receptor agonist-loaded with 1 µM estradiol;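 active = compounds whose percent inhibition of the receptor-coactivator binding signal exceeds about 50% in the single-dose screen, limit read from the data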;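 also: 0% = receptor plus peptide wells without compound and 100% = peptide-only wells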
Target sequence (Q92731 whole entry, looked up, the tested form may be a part): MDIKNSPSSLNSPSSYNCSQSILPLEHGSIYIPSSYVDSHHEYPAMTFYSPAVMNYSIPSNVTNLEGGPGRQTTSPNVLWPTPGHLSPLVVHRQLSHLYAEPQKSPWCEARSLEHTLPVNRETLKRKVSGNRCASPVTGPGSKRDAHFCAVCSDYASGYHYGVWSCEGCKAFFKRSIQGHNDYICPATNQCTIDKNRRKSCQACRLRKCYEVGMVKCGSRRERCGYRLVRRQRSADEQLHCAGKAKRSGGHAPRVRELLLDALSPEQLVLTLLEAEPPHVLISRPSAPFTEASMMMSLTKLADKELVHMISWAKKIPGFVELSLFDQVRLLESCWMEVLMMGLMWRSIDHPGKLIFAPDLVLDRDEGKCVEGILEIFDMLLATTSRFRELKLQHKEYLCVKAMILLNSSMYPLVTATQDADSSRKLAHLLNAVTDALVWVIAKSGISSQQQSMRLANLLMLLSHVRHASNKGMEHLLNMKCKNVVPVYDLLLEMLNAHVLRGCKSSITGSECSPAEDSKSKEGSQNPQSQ
FAK blocker = FAK kinase inhibitors, primary screen, biochemical. Focal adhesion kinase 1 (Homo sapiens), Q05397. biochemical FAK kinase activity assay. inhibition, %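 (tested at 7 µM)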. 0.84% of 97,000 active. AID 727, 2007; in the data active = inhibition above about 19%;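 also: 0% = DMSO and 100% = reference compound high control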
ERa SRC1 pot = enhancers of ERα–SRC-1 coactivator binding, primary screen, biochemical, TR-FRET, ERα LBD, low estradiol. TR-FRET ERalpha-LBD/SRC-Cy5 coactivator binding, 2 h; 100 = basal binding, no effect. coactivator binding (% of control), % at 25.6 µM. 1.3% of 86,000 active. AID 639, 2007; in the data active = activity above about 200%;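 also: binding measured in presence of low estradiol as agonist stimulus; 0% = peptide alone without receptor and 100% = receptor with peptide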
PLK1 kinase inh = human PLK1 kinase inhibitors, primary screen, biochemical, TR-FRET. Serine/threonine-protein kinase PLK1 (Homo sapiens), P53350. recombinant PLK1 kinase, TR-FRET peptide phosphorylation. inhibition, % at 10 µM. 0.53% of 97,000 active;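 active = inhibition of 50% or more in the single-concentration screen; inactive = inhibition below 50%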;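 also: 0% = DMSO max control and 100% = H-89 dihydrochloride min control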
* = called active by the depositor; x = not tested or not shown; [ ] = another dose, or the depositor's remark.

SMILES	CD11b adhes enh	Rev-RRE block	ERa coact inh	Plk1 PBD FP	Mac1 fbg inh	ERb coact inh	FAK blocker	ERa SRC1 pot	PLK1 kinase inh
CCOC(=O)c1cc(-c2ccc(C)cc2)n(CCC(=O)NC(C)CC)c1C (stereo not drawn)	1	6	-1	22	4	-3	0	98	-3
Cc1c(NC(=O)c2cc3ccccc3c(=O)s2)c(=O)n(-c2ccccc2)n1C	-9	2	7[fluorescence artefact?]	1	5	-5[fluorescence artefact?]	0	99[fluorescence artefact?]	2
CN1CCN(C(=S)c2ccc(OCC(=O)Nc3cccc(C(F)(F)F)c3)cc2)CC1	x	-5	x	-10	x	x	-10	x	-1
O=C(O)CSc1nc(SCc2ccccc2Cl)nc2c1CCCC2	1	4	x	-11	10	x	-6	x	-10
COC(=O)c1cccc(NC(=O)NC23CC4CC(CC(C4)C2)C3)c1	-1	3	x	16	-7	x	3	x	-4
COc1ccc(NC(=O)C2=C(C)NC(=O)NC2c2cccc(OC)c2OC)c(OC)c1 (stereo not drawn)	3	1	-5	-13	-1	2	2	107	-3
CCOc1ccc(C(CCc2ccccc2)NC(=O)c2ccccc2F)cc1OCC (stereo not drawn)	0	5	x	-7	6	x	-2	x	-14
Cc1c(C)c2ccc(OC3CCCCC3=O)cc2oc1=O (stereo not drawn)	1	x	6[fluorescence artefact?]	x	-14	-5	x	92	x
CCc1cc(/C(Cc2csc(C)n2)=N/O)c(O)cc1O	-9	6	-4	-12	80*	-1	10	82	-1
COc1cc(S(=O)(=O)NCCCN2CCOCC2)ccc1Cl	0	12	-7	3	-5	-6[fluorescence artefact?]	-1	92	-4
O=P(O)(O)C(O)C(F)(F)C(F)(F)C(F)(F)C(F)F (stereo not drawn)	-3	4	-1	-18	12	-11	0	132	-12
C/C(Cl)=C\Cn1c(NCCCn2ccnc2)nc2c1c(=O)n(C)c(=O)n2C	1	-2	-27	10	2	-24	0	104	8
CCNc1nc(OC)nc(Oc2ccc(=O)n(-c3ccccc3)n2)n1	2	6	-4	-8	-42	-12	3	131[fluorescence artefact?]	-12
O=C(Cn1nnc(-c2ccccc2)n1)OC1CCOC1=O (stereo not drawn)	-1	4	17[fluorescence artefact?]	-16	-8	17	-3	79	-9
COC(=O)c1sc2ccccc2c1-n1cccc1C(=O)C(=O)Nc1ccccc1	x	6	x	-28	x	x	-1	x	-1
CCCc1ccc(-c2c(C)sc(N)c2C#N)cc1	0	5	x	-4	7	x	3	x	-3
COc1cc(-c2noc(CCC(N)=O)n2)cc(OC)c1OC	1	4	-5	0	-11	-8	-1	129	-18
O=C(CCC1CCCC1)Nc1ccon1	0	3	4	-6	-11	2[fluorescence artefact?]	-1	118	-10
COc1ccc(C)cc1NC(=O)C1CCCCC1C(=O)O (stereo not drawn)	-5	x	-4	x	5	1	x	120[fluorescence artefact?]	x
S=c1[nH]ncn1/N=C/c1ccc(Br)cc1	3	2	x	-19	-15	x	0	x	3

For convenience, some entries already given:
SMILES	CD11b adhes enh	Rev-RRE block	ERa coact inh	Plk1 PBD FP	Mac1 fbg inh	ERb coact inh	FAK blocker	ERa SRC1 pot	PLK1 kinase inh
CCc1cc(/C(Cc2csc(C)n2)=N/O)c(O)cc1O	-9	6	-4	-12	80*	-1	10	82	-1
COc1cc(S(=O)(=O)NCCCN2CCOCC2)ccc1Cl	0	12	-7	3	-5	-6[fluorescence artefact?]	-1	92	-4
O=P(O)(O)C(O)C(F)(F)C(F)(F)C(F)(F)C(F)F (stereo not drawn)	-3	4	-1	-18	12	-11	0	132	-12
C/C(Cl)=C\Cn1c(NCCCn2ccnc2)nc2c1c(=O)n(C)c(=O)n2C	1	-2	-27	10	2	-24	0	104	8
CCNc1nc(OC)nc(Oc2ccc(=O)n(-c3ccccc3)n2)n1	2	6	-4	-8	-42	-12	3	131[fluorescence artefact?]	-12
O=C(Cn1nnc(-c2ccccc2)n1)OC1CCOC1=O (stereo not drawn)	-1	4	17[fluorescence artefact?]	-16	-8	17	-3	79	-9
COC(=O)c1sc2ccccc2c1-n1cccc1C(=O)C(=O)Nc1ccccc1	x	6	x	-28	x	x	-1	x	-1
CCCc1ccc(-c2c(C)sc(N)c2C#N)cc1	0	5	x	-4	7	x	3	x	-3
COc1cc(-c2noc(CCC(N)=O)n2)cc(OC)c1OC	1	4	-5	0	-11	-8	-1	129	-18
O=C(CCC1CCCC1)Nc1ccon1	0	3	4	-6	-11	2[fluorescence artefact?]	-1	118	-10
COc1ccc(C)cc1NC(=O)C1CCCCC1C(=O)O (stereo not drawn)	-5	x	-4	x	5	1	x	120[fluorescence artefact?]	x
S=c1[nH]ncn1/N=C/c1ccc(Br)cc1	3	2	x	-19	-15	x	0	x	3

(list continues)
SMILES	CD11b adhes enh	Rev-RRE block	ERa coact inh	Plk1 PBD FP	Mac1 fbg inh	ERb coact inh	FAK blocker	ERa SRC1 pot	PLK1 kinase inh
CC1(O)c2ccccc2C(=O)N1Cc1ccccc1 (stereo not drawn)	-4	-1	-25	18	-18	-37	1	105	5
COC(=O)C(CCSC)NC(=O)Cn1ncc2c(=O)oc3ccccc3c21 (stereo not drawn)	-4	3	-2	12	8	1	0	101	4
Cc1ccc(CN2C(=O)CCC2C(=O)NCCCN2CCC(C)CC2)cc1 (stereo not drawn)	1	6	-8	-7	12	-2	0	111	-11
O=C(c1ccc(S(=O)(=O)N2CCOCC2)cc1)N1CCN(c2ccc(F)cc2)CC1	0	2	1	21	-15	-4	-5	132	-11
O=C(OCn1ncc(Cl)c(Cl)c1=O)c1cccc(C(F)(F)F)c1	x	16	x	-11	x	x	0	x	-15
COc1cc(C2c3c(oc4ccccc4c3=O)C(=O)N2c2ccc(C)cn2)ccc1O (stereo not drawn)	-4	4	-5	42	4	-3	0	96	-9
O=C(Nc1cccc(Cl)c1)N1CCN2C(=O)c3ccccc3C12c1ccccc1 (stereo not drawn)	x	12	-6	-6	x	-8	2	93	-7
CCC(CO)NC(=O)c1cc2c(s1)CCC2 (stereo not drawn)	-3	0	x	19	-29	x	0	x	5
O=C(Nc1ccc(F)cc1F)N1CCN(c2ncccn2)CC1	0	x	-2	x	2	0	x	129	x
CC(=O)c1c(OCC(=O)O)ccc2c(C)cc(=O)oc12	2	13	5	14	-4	-2[fluorescence artefact?]	1	70[fluorescence artefact?]	0
CC(C)C1=C2CCCCC2NC(=O)N1 (stereo not drawn)	5	1	7	24	-4	7[fluorescence artefact?]	2	114	5
CC1(C)Cc2c(sc3[nH]c(=S)n(Cc4ccccc4)c(=O)c23)CO1	1	0	5	11	14	-8	-2	88	-4
CC(=O)c1ccc(S(=O)(=O)N2CCCC2)cc1	-6	8	4	14	18	-4[fluorescence artefact?]	-3	102	-1
Cc1nn(C(=O)c2ccco2)c(C)c1CN1C(=O)c2ccccc2C1=O	3	6	28	-3	-5	8[fluorescence artefact?]	32*	200*[fluorescence artefact?]	-3
COc1ccc(S(=O)(=O)c2c(N)n(Cc3ccco3)c3nc4ccccc4nc23)cc1	86	53*	83*[fluorescence artefact?]	-15	-1	78*[fluorescence artefact?]	19	37[fluorescence artefact?]	21
O=C(Cn1nnc(-c2ccc(CN3CCOCC3)cc2)n1)N1CCCc2ccccc21	7	9	-12	-28	5	-9	-1	98	-6
CCOC(=O)c1[nH]c(COC(=O)CCOc2ccccc2OC)c(C(=O)OCC)c1C	x	7	x	4	x	x	1	x	-8
Cc1cc(C(=O)CSc2nnnn2C)c(C)n1-c1cccc(F)c1	-4	-3	-2	-11	-18	7	-7	104	-8
CCn1c(SCC(=O)N(C(C)C)C(C)C)nnc1-c1cc2ccccc2cc1O	2	-3	3	-1	2	-9	1	109	-6
CCCN(CCO)Cc1cccc(Cl)c1	-2	9	9	-5	-5	-2	-7	113	-7
Cc1nc(NC(=O)COC(=O)CCS(=O)(=O)c2ccccc2Cl)c(Cl)cc1Cl	-2	6	-10	2	-7	-6	-1	102	-13
Cn1c(=O)c2c(SCC(=O)NCC3CCCO3)nc(-c3cccs3)nc2n(C)c1=O (stereo not drawn)	0	x	16	x	5	23[fluorescence artefact?]	x	127	x
O=C1Nc2cc(S(=O)(=O)N3CCCC3)ccc2N2CCCC12 (stereo not drawn)	x	9	x	-8	x	x	2	x	4
O=CN1Cc2[nH]c3ccccc3c2N(c2ccc(Cl)cc2)C1=O	-2	9	19[fluorescence artefact?]	-8	-7	5[fluorescence artefact?]	-3	75[fluorescence artefact?]	-2
O=c1cc(CSc2ccccn2)[nH]c(=O)[nH]1	-6	5	-2	-4	-5	-7	-6	114	-16
CCOC(=O)c1c(-c2ccco2)csc1N	-2	10	-3	21	20	5	1	84[fluorescence artefact?]	-7
COc1ccc(CCC(=O)N2CCN(C3CCCCC3)CC2)cc1	0	-1	-6	-12	3	-12	0	102	-12
CN1CCN(CCCC(=O)c2ccc(F)cc2)CC1	5	10	0	3	-1	-4[fluorescence artefact?]	-7	98	-8
CCN(CC)C(=O)CSc1nsc(SCC(=O)N(CC)CC)c1C#N	8	2	3	12	-40	-1[fluorescence artefact?]	2	112	-5
Cc1n[nH]c(C)c1C(=O)CC1(O)C(=O)N(CCc2ccccc2)c2ccc(Br)cc21 (stereo not drawn)	x	14	-3	15	x	-1	11	113	-1
Cc1cc(C)c(NC2=CC(=O)CC(C)(C)C2)c(C#N)c1	0	5	21	5	-6	5	-9	128	0
Cc1nc2ccccc2c2c1C(=O)N(CCC1=CCCCC1)C2=O	19	1	9	-5	-19	2	0	116	-10
O=C(CN1CCOc2ccccc21)NCc1ccco1	4	1	0	-1	-7	4	-2	107	-11
CSc1nc2c(c(=O)n1-c1ccc(C)cc1)SCC2	-1	x	-16	x	19	-5	x	117	x
O=C(COC(=O)c1cccs1)c1ccccc1	-3	-1	5[fluorescence artefact?]	-14	30	4[fluorescence artefact?]	2	113[fluorescence artefact?]	-10
O=C(NC12CC3CC(CC(C3)C1)C2)N1CCN(S(=O)(=O)c2ccc(Cl)cc2)CC1	-4	8	-2	18	-18	-3[fluorescence artefact?]	-1	120	-7
O=C(CN1C(=O)c2ccccc2C1=O)OC(C(=O)c1ccc(Cl)cc1)c1ccccc1 (stereo not drawn)	x	16	x	6	x	x	2	x	-13
